Bioassay records as filed in PubChem.
Pf Dd2 inh = Plasmodium falciparum Dd2 growth inhibition; P. falciparum Dd2 growth, SYBR Green, 72 h; Potency, µM (top dose mostly 28.9 µM), for the others: at the highest dose activity, negative = inhibition, actives largely listed as inhibitors; 120,000 compounds, 4.3% hits; AID 1347417; active = well fitted inhibition curve with a large enough effect; inconclusive = small, poorly fitted or top-dose-only effect; inactive = no such curve, though single readings can be large or run the other way;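 also: plate controls were DMSO vehicle for no effect and reference drug for full effect; nearly all actives have a fitted effect of over 65% in size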
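Readout: SYBR Green fluorescence, 485 nm excitation, 535 nm emission, after ~16 h lysis at 37C. Before that, Dd2-infected red cells (2.5% hematocrit) grew 72 h with compound, 29 uM top final concentration.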
Numbers without * were called inactive; i = inactive; ? = inconclusive; [ ] = another dose, or the depositor's remark. Potency is read from the fitted curve at half-maximal effect.

molecule | Pf Dd2 inh
CN(Cc1cccc2cnccc12)C(=O)c1cc(COc2ccc(F)cc2F)on1 | i
Cc1ccccc1CS(=O)(=O)CC1Nc2ccc(C(=O)NCc3ccc(Cl)cc3)cc2NC1=O (stereo not drawn) | -18%
Cn1cccc1C(=O)N1CCN(C(=O)c2nnn3c2COC(c2ccc(Cl)cc2)C3)CC1 (stereo not drawn) | -7%
CC(C)NC(=O)CN1C(=O)COc2ccc(S(=O)(=O)N3CCCCCC3)cc21 | 50%[activator]
COc1ccc(Nc2nnc(-c3ccc(C)c(S(=O)(=O)N4CCN(C)CC4)c3)c3ccccc23)cc1 | 8.9µM*
O=C(NC[C@H]1Cn2c(-c3ccc4c(c3)OCO4)cnc2CO1)c1ccc2c(c1)OCO2 | i
CN(C)c1ncc2c(n1)C(C)(C(=O)Nc1ccc(Cl)cc1)CCC2 (stereo not drawn) | ?
Cc1ccccc1NC(=O)C(Cc1ccccc1)N1Cc2ccccc2C1=O (stereo not drawn) | i
CC(C)[C@@H]1CN(C(=O)c2ccc(F)cc2F)C[C@H]1NS(=O)(=O)N(C)C | 10%
CCc1ccccc1NC(=O)CC(C)S(=O)(=O)c1ccc2c(c1)NC(=O)CO2 (stereo not drawn) | i
Cc1c(C(C)NC(=O)c2ccc(C#N)nc2)cnn1-c1ccc(F)cc1F (stereo not drawn) | -11%
CCN(Cc1ccccc1)C(=O)c1cc(-c2ccccc2)n[nH]1 | 23%
CCOc1ccc(-c2nc(SCC(=O)NC3CCCC3)c(-c3ccccc3)[nH]2)cc1OC | ?
Cc1csc2nc(COc3ccc(NC(=O)COc4ccc(F)cc4)cc3)cc(=O)n12 | ?
Cc1cccc(Nc2nc(N)nc(CN3CCOCC(O)C3)n2)c1 (stereo not drawn) | -2%
O=C(Nc1cccc(C(F)(F)F)c1)N[C@H]1CO[C@H]2[C@@H]1OC[C@@H]2Nc1nccc(-c2ccc(-c3ccccc3)cc2)n1 | ?
CCN(C(=O)CN1C(=O)NC(c2ccc(Cl)cc2)C2=C1COC2=O)c1ccccc1 (stereo not drawn) | -6%
CC1CCCCN1C(=O)c1cc(-c2ccc(Br)cc2)on1 (stereo not drawn) | 42%[activator]
CCOc1ccccc1CNC(=O)c1nnn2cc(C)[nH]c(=O)c12 | 8.9µM*
Cc1ccc(-c2nc(CNC(=O)NC3CCCCC3)c(C)o2)cc1 | 46%[activator]
COc1ccc(NC(=O)c2ccc(CN3C(=O)CCn4nc(C)cc43)cc2)c(OC)c1 | 16%
COCCNC(=O)[C@@H]1Cc2cn(Cc3cccnc3)c3cccc(c23)[C@H](CC(C)C)N1 | 11µM*
CCCSCCCNC(=O)Cn1c(-c2cccs2)cc2ccccc21 | ?
COc1ccc(S(=O)(=O)N[C@H](C)c2onc(-c3cccnc3)c2C(=O)O)cc1 | 19%[44.1 µM]
O=C(COc1ccc2ccccc2c1)NC1CC(=O)N(c2ccc(F)cc2)C1 (stereo not drawn) | 2%
CCC(CC)c1cc([C@H]2CN3CC[C@H]2C[C@@H]3CNS(=O)(=O)c2ccccc2C#N)nc(-c2ccncc2)n1 | ?
Cc1cc(Cl)ccc1NC(=O)CN1C(=O)COc2ccc(S(=O)(=O)Nc3ccccc3)cc21 | -1%
COc1cccc(N2CC(C(=O)NCC3CC3)NC2=O)c1 (stereo not drawn) | 9%[44.1 µM]
CSCC(=O)Nc1ccc2n(c1=O)C[C@H]1C[C@@H]2CN(C(=O)c2ccccc2)C1 | -13%[44.1 µM]
Cc1ccc(-n2c(=O)c3c(c4cc(C)ccc4n3C)n(CC(=O)NCC3CCCO3)c2=O)cc1 (stereo not drawn) | ?
Cc1nnc(N2CCC(C(=O)NCCC(C)C)CC2)c2nn(-c3ccc(Cl)cc3)c(C)c12 | ?
CCOC(=O)CNC(=O)c1cc2c(=O)n(CC)c3ccccc3c2s1 | 15%
CC(C)c1cc(C(=O)NCCc2nc(-c3cccnc3)no2)nc2ncnn12 | 4%
O=C(N[C@H]1CCN2C(=O)c3cc(-c4ccc5c(c4)OCO5)ccc3NC(=O)[C@H]12)c1cccs1 | i
CCc1cccc(-n2c(=O)c3cccnc3n2CC(=O)NCc2ccc(C)cc2)c1 | 1.1µM*
CN1C(=O)CCCCC1C(=O)NCc1ccc(F)cc1 (stereo not drawn) | 8%
CC(=O)c1cccc(NC(=O)Cn2c(N3CCCCC3)nc(C)c(C)c2=O)c1 | ?
O=C([C@@H]1C[C@H](Oc2cccnc2)CN1C(=O)Cc1cccc(F)c1)N1CCCC1 | -1%
COC(=O)C1CCN(S(=O)(=O)c2cc3c4c(c2)C(C)C(=O)N4CCC3)CC1 (stereo not drawn) | 2%
O=c1c(-c2cccc(C(F)(F)F)c2)ccc2n1C[C@H]1C[C@@H]2CN(S(=O)(=O)c2ccccc2)C1 | -1%
Cc1ccc(Cn2c(=O)n(CCc3ccccc3)c(=O)c3c(C)c(C)sc32)cc1 | ?
COc1ccc(CN2C[C@H]3CN(Cc4nccs4)CCN3C2=O)cc1 | 21%[44.1 µM]
COc1ccccc1-c1nc(C2CC(=O)N(C3CCCCC3)C2)no1 (stereo not drawn) | i
Cc1ccc(C(=O)c2oc3ccccc3c2NC(=O)C(C)Oc2ccccc2Cl)cc1 (stereo not drawn) | 16%
Cc1cccc(OCC(=O)Nc2cccc3cccnc23)c1C | 11%
CCCCc1nnc(SCc2cc(=O)c3cc(F)ccc3[nH]2)n1C | 9%
COC(=O)CN1C(=O)[C@@H]2C[C@@H](O)CN2C2(CN(Cc3ccccc3Cl)C2)C1=O | 4%[44.1 µM]
CCOc1cccc(CN2CC(Oc3ccc(-c4noc(COC)n4)cc3)C2)c1 | -21%
CCOc1ccc2c(n1)CCN(C(=O)Cc1ccc(C)cc1)C2 | ?
O=C(NC1CC1)c1cc2n(n1)CC(c1ccc3c(c1)OCO3)OC2 (stereo not drawn) | -11%
Cn1c(=O)n(C)c2cc(N3CCOCC3)c(NS(=O)(=O)c3ccc(F)cc3)cc21 | -12%
CCN1Cc2ccccc2NC(=O)C12CCNC2 (stereo not drawn) | -19%
CCC(=O)N1CCCCCC1c1nnc(-c2ccccc2)o1 (stereo not drawn) | -13%
COc1cc(C(=O)OCc2cc(=O)n3nc(C(C)C)sc3n2)cc(OC)c1OC | -8%
O=C1NCCN(Cc2ccc(F)cc2)C1=O | 45%[activator]
O=C(c1cccc(Cl)c1)N1CCC2(CC1)C(=O)NCN2Cc1ccc(Cl)cc1 | -11%
COCCCNC(=O)CCCN1C(=O)CCn2nc(-c3cccn3C)cc21 | 20%
Cc1ccc2c(c1)-c1c(cnc3cc(-c4ccccc4)nn13)CO2 | 24%
Cc1nccn1C1(C(=O)O)CCN(Cc2ccccc2F)CC1 | -3%
CCCCOc1ccccc1C(=O)N(Cc1sccc1C)C1CCS(=O)(=O)C1 (stereo not drawn) | -24%

Cc1nn2c(=O)cc(COC(=O)c3ccc(NC(=O)COc4ccc(Cl)cc4)cc3)nc2s1
  Pf Dd2 inh = -2%
CCC(=O)N1CCc2nc(N3CCN(Cc4cccnc4)CC3)sc2C1
  Pf Dd2 inh = i
CCCCN(Cc1ccccc1)Cc1cn[nH]c1-c1ccc(OC)cc1OC
  Pf Dd2 inh = 13µM*
Cc1cccc(OCCc2noc(C3CN(C(=O)Nc4ccc5c(c4)OCCO5)C3)n2)c1
  Pf Dd2 inh = ?
Cc1cc(C(=O)N2CCOc3ccc(CCC(N)=O)cc3C2)nn1C
  Pf Dd2 inh = -18%
O=C(c1ccc2c(c1)OCCO2)N(Cc1cccnc1)c1nc2c(Cl)cccc2s1
  Pf Dd2 inh = ?
CN(C)CCN(C)[C@@H]1[C@H](O)[C@H](CO)O[C@@H]1CNCc1cccc(Cl)c1
  Pf Dd2 inh = -3%
Fc1ccc(Nc2nc(-c3ccccc3)no2)cc1
  Pf Dd2 inh = i
CCOC(=O)N1CCN(S(=O)(=O)N2CCCC(C(=O)NCc3ccc(OC)cc3OC)C2)CC1 (stereo not drawn)
  Pf Dd2 inh = 10%
COc1ccc(-c2cn3c(n2)CO[C@@H](CNC(=O)CCC(=O)O)C3)cc1
  Pf Dd2 inh = 42%[44.1 µM]
O=C(N[C@@H]1CCN(C(=O)CCCn2cccn2)C[C@H]1O)c1ccccn1
  Pf Dd2 inh = -4%
COc1ccc(CNC(=O)c2cccn2-c2nnc(N3CCCC3)s2)c(OC)c1
  Pf Dd2 inh = 14%
CCCOc1ccc(Oc2nc(NCC(C)C)nc(N3CCOCC3)n2)nn1
  Pf Dd2 inh = -23%
Cc1ccc(NC(=O)c2cc(S(=O)(=O)N3CCCc4ccccc43)ccc2F)cc1F
  Pf Dd2 inh = -23%
C[S+](=O)([O-])c1cccc(Nc2n[nH]c(C(O)c3ccccc3)n2)c1 (stereo not drawn)
  Pf Dd2 inh = 3%[44.1 µM]
Cc1ccc(-n2ncc(C(=O)N3CCN(c4ccccn4)CC3)c2C2CCN(C(=O)OC(C)(C)C)CC2)cc1C
  Pf Dd2 inh = 36%[activator]
O=C(NC[C@H]1OC[C@@H](N(Cc2ncc[nH]2)Cc2ncc[nH]2)[C@@H]1O)c1ccccc1
  Pf Dd2 inh = -20%[44.1 µM]
Cn1nccc1C(=O)NCCC1CCN(C(=O)Nc2cc(F)cc(F)c2)CC1
  Pf Dd2 inh = ?
CCCOc1ccc(CN2CCC(C)(c3noc(C4CCOCC4)n3)CC2)cc1
  Pf Dd2 inh = ?
CO[C@H]1C(=O)N(C(C)C)[C@H]1C1CCN(C(=O)C2CC2)CC1
  Pf Dd2 inh = 29%
COc1ccccc1C(=O)Nc1cccc(C(=O)OCc2cc(=O)n3c4c(sc3n2)CCCC4)c1
  Pf Dd2 inh = 43%[activator]
CN(C)S(=O)(=O)N1CCCC(c2nnc(CN3CCCCC3)n2C)C1 (stereo not drawn)
  Pf Dd2 inh = -19%
Cc1cccc(C(=O)NC(=O)Nc2ccc(-c3cc(C(F)(F)F)nn3-c3ccccc3)cc2)c1
  Pf Dd2 inh = 40%[activator]
O=C(NCc1ccc(Cl)cc1)C1CCCN(C(=O)c2cnn(-c3ccc(F)cc3)c2-n2cccc2)C1 (stereo not drawn)
  Pf Dd2 inh = i
O=C(C1CC1)N1CC(Oc2ccc(-c3noc(C4CCOCC4)n3)cc2)C1
  Pf Dd2 inh = i

Reprinted at random: 2 compounds from above, in no set order.
O=C(Nc1cccc(C(F)(F)F)c1)N[C@H]1CO[C@H]2[C@@H]1OC[C@@H]2Nc1nccc(-c2ccc(-c3ccccc3)cc2)n1
  Pf Dd2 inh = ?
Cc1nn2c(=O)cc(COC(=O)c3ccc(NC(=O)COc4ccc(Cl)cc4)cc3)nc2s1
  Pf Dd2 inh = -2%

Other compounds
CC(C)CNC(=O)C(NC(=O)c1ccccc1)C1CCN(C(=O)c2ccccc2)CC1 (stereo not drawn)
  Pf Dd2 inh = ?
CN1C[C@H](C(=O)NCCOc2ccccc2)C[C@H]1c1cccc(C(F)(F)F)c1
  Pf Dd2 inh = ?
Cc1nc2cc(CNC(=O)CN3C(=O)CN(C)C3=O)ccc2n1C
  Pf Dd2 inh = 23%
COCC(=O)NCC12CCC=C1N(C)C(=O)CC2 (stereo not drawn)
  Pf Dd2 inh = 2%
c1ccc(CN2CCC(Nc3ncncn3)C2)cc1 (stereo not drawn)
  Pf Dd2 inh = -7%
CC(C)CN1Cc2ccccc2-n2ccnc2C12CCN(C(=O)c1ccccn1)CC2
  Pf Dd2 inh = ?
Cc1nnc(CN2CCOc3c(O)cc(-c4ccccc4C)cc3C2)s1
  Pf Dd2 inh = ?
CCN(CC)CCCNC(=O)Cn1nc(C)n2c(cc3sccc32)c1=O
  Pf Dd2 inh = 4%

By substructure: the compounds so far containing a COOH group.
COc1ccc(S(=O)(=O)N[C@H](C)c2onc(-c3cccnc3)c2C(=O)O)cc1
  Pf Dd2 inh = 19%[44.1 µM]
Cc1nccn1C1(C(=O)O)CCN(Cc2ccccc2F)CC1
  Pf Dd2 inh = -3%
COc1ccc(-c2cn3c(n2)CO[C@@H](CNC(=O)CCC(=O)O)C3)cc1
  Pf Dd2 inh = 42%[44.1 µM]

As entered above:
CCN(CC)CCCNC(=O)Cn1nc(C)n2c(cc3sccc32)c1=O in Pf Dd2 inh has 4%
Cc1nc2cc(CNC(=O)CN3C(=O)CN(C)C3=O)ccc2n1C in Pf Dd2 inh has 23%
c1ccc(CN2CCC(Nc3ncncn3)C2)cc1 (stereo not drawn) in Pf Dd2 inh has -7%

Structures listed so far with a cyano group:
Cc1c(C(C)NC(=O)c2ccc(C#N)nc2)cnn1-c1ccc(F)cc1F (stereo not drawn)
  Pf Dd2 inh = -11%
CCC(CC)c1cc([C@H]2CN3CC[C@H]2C[C@@H]3CNS(=O)(=O)c2ccccc2C#N)nc(-c2ccncc2)n1
  Pf Dd2 inh = ?

These rows are one share of the data; the hit share may differ from the screen's.
